ELG1 repair inh – ELG1-dependent DNA repair inhibition | HEK293T ELG1-luciferase reporter, luminescence, 16 h; DNA damage induced by 5-fluorouridine | Potency, µM (titrated, usually from 46.1 µM), without a hit: top-dose activity change, negative = inhibition, usual class: inhibitors | 330,000 tested, 2.3% active; also: potency is read from the fitted curve at half-maximal effect; % is scaled to controls: 0 for no effect and ±100 for the full control effect; nearly all actives have a fitted effect of over 55% in size
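Step one: seed 2,000 cells per well. Step two: pin-transfer compound or DMSO alongside 5-fluorouridine. Step three: incubate 16 hr, 37 °C, 5% CO2. Step four: add ONE-Glo, wait 30 min, read luminescence.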
Integrin act MD – activators of alpha7 integrin expression for muscular dystrophy. Potency, µM (highest dose often 38.3 µM), inactives show top-dose activation, actives largely listed as activators. alpha7betagal myoblasts, beta-gal FDG fluorescence, 48 h. AID 624291. 350,000 tested, 0.064% active;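 also: potency is read from the fitted curve at half-maximal effect; 100% = response of the positive control SU9516; nearly all actives have a fitted effect of over 60% in size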
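Alpha7betagal+/- myoblasts (passage 13) were plated 16-24 hr, then exposed to compounds (1:260 dilution of DMSO stock) for 48 hours at 37C. After MPER lysis, β-galactosidase reporter activity was read as FDG fluorescence (ex 480/em 540) after 30 minutes.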
TCR activator – activators of T cell receptors; primary human leukocytes, anti-CD3, IL-2 HTRF, 48 h; Potency, µM (top dose mostly 9.22 µM), for inactives: at the top dose activation of IL-2 secretion, actives largely listed as activators; 330,000 tested, under 10 active; also: % of control where 0% means no effect
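Using a-CD3 beads without co-stimulation, primary human leukocytes were exposed to compounds for 48 hr. An HTRF IL-2 kit measured the cytokine, with europium-to-d2 energy transfer producing emission at 665nm upon 320nm excitation.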
AT treatment – potential ataxia-telangiectasia treatment; […] A-T fibroblasts, KAP-1 phosphorylation AlphaLISA; neocarzinostatin DNA damage 30 min before lysis; Potency, µM (titrated, usually from 57.5 µM), for inactives: top-dose activation, most hits filed as activators; 320,000 tested, 0.19% active; AID 485349; also: potency is read from the fitted curve at half-maximal effect; % of control where 0% means no effect; nearly all actives have a fitted effect of over 45% in size
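ATM-like activity read as KAP-1 phosphorylation via AlphaLISA donor/acceptor antibody pairs after lysis and 6 hr at 25C. Cells were ATM-null patient fibroblasts ([…], hTERT), dosed 60 min, then exposed to the DSB inducer NCS for 30 min.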
Eya2 phos inh – blocks the phosphatase activity of human Eya2. AID 488837. Potency, µM (top dose mostly 76.9 µM), for the others: top-dose activity, negative = inhibition, hits mostly inhibitors. O00167. 330,000 tested, 0.006% active. recombinant Eya2, OMFP fluorescence dephosphorylation (OMFP is methylfluorescein phosphate); also: potency is read from the fitted curve at half-maximal effect; % is scaled to controls: 0 for no effect and ±100 for the full control effect
Target sequence (O00167 whole entry, looked up): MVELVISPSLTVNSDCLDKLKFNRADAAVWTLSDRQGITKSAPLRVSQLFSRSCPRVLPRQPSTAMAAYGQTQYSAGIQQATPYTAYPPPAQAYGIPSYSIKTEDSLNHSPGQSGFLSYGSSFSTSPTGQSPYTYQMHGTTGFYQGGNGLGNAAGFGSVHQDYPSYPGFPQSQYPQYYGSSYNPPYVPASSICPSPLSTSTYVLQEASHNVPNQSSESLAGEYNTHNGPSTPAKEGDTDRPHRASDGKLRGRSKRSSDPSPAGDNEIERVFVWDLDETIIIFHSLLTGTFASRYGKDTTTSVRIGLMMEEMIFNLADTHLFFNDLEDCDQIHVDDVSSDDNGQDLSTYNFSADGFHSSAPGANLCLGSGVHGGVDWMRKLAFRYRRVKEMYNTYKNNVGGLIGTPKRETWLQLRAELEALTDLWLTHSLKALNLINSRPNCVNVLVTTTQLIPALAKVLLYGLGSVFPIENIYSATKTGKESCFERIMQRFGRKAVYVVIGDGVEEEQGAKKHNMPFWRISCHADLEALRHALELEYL
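Eya2 (0.2 uM) preincubated 10 min at ambient with compound, then OMFP substrate added at 50 uM; 10 min reaction in 50 mM HEPES pH 7.5, 50 mM NaCl, 5 uM MgCl2, 0.05% BSA, 1 mM DTT. Fluorescence read at Ex 485/Em 525 nm.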
BCR signal inh – chronic active BCR signaling inhibition. Potency, µM (series often up to 46.1 µM), without a hit: top-dose ratio change, negative = lower green/red ratio, usual class: inhibitors. ABC-DLBCL IkBa-CBG/CBR reporter, luminescence ratio, 4 h. 340,000 tested, 0.05% active; active = well fitted inhibition curve with a large enough effect in the signal ratio, with a control signal flat, not every such curve was filed as active; inconclusive = small, poorly fitted or top-dose-only effect, or effect the other way, or a change in a side signal; the % refers to the signal ratio;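 also: potency is read from the fitted curve at half-maximal effect; plate controls were basal doxycycline-induced cells for no effect and cells given 10 µM MG132 for full effect; MG132 reads +100%, hits lower the ratio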
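TMD8 human ABC-DLBCL cells with doxycycline-inducible IκBα–green luciferase fusion and unfused red luciferase, in 0.5% FBS medium; compounds up to 46 uM, 4 h at 37C. Green/red luminescence ratio, filter-overlap corrected, fitted to concentration-response curves.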
Tb PFK inh – blocks T. brucei phosphofructokinase. Potency, µM (top dose mostly 57.5 µM), for inactives: at the top dose activity, negative = inhibition, usual class: inhibitors. T. brucei PFK, ADP-Glo luminescence. AID 485367. O15648. 330,000 tested, 0.17% active;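 also: potency is read from the fitted curve at half-maximal effect; 0% = uninhibited 1x PFK enzyme wells and -100% = no-enzyme wells; nearly all actives have a fitted effect of over 60% in size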
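Luminescent ADP detection (ADP-Glo, two-step: ATP depletion then ADP-to-ATP conversion for luciferase) reported PFK activity after 45 min room-temperature reaction of 1.25 nM enzyme with 0.5 mM F6P and 0.1 mM ATP at pH 8.0.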
PTAP TSG101 blk – blocks PTAP/TSG101 interaction to inhibit HIV-1 budding. Fluorescence polarization, FITC-PTAP peptide / Tsg101 binding. Potency, µM (titrated, usually from 115 µM), without a hit: top-dose activity change, negative = inhibition, usual class: inhibitors. 340,000 tested, under 10 active; active = well fitted inhibition curve with a large enough effect in the main read-out, with a control signal flat, not every such curve was filed as active; inconclusive = small, poorly fitted or top-dose-only effect, or effect the other way, or a change in a side signal; inactive = no such curve, though single readings can be large or run the other way; also: potency is read from the fitted curve at half-maximal effect; % of control where 0% means no effect
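Fluorescence polarization binding of Tsg101 binding domain (10 uM final) to FITC-labeled PTAP peptide (50 nM final) in HEPES pH 7.5 buffer with NaCl, Tween 20, EDTA, TCEP. Compounds added before peptide; binding 20 min at RT.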
ASM inhibitor – human S-ASM enzyme inhibition; P17405; placental ASM, HMU-PC fluorogenic substrate, 60 min; Potency, µM (top dose mostly 57.5 µM), inactives show at the highest dose activity change, negative = inhibition, most hits filed as inhibitors; 340,000 tested, 0.006% active; also: potency is read from the fitted curve at half-maximal effect
Target sequence (P17405 47-631 limits assumed): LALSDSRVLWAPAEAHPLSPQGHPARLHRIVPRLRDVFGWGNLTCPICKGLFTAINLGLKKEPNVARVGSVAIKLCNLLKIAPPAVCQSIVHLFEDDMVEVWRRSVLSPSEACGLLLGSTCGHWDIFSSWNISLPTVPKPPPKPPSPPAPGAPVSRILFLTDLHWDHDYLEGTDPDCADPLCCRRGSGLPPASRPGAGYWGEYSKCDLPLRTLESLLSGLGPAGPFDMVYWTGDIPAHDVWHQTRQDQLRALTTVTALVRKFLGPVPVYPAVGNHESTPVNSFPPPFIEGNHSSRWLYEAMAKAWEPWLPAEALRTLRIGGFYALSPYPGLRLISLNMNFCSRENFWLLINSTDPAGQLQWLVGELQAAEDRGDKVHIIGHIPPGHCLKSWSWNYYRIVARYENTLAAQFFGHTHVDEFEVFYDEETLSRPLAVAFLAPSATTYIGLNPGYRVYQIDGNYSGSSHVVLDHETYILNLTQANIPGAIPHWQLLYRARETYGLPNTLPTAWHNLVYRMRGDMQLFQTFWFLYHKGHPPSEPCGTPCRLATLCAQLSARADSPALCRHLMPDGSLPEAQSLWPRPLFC
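Human placenta-derived ASM enzyme was preincubated with compound for 10 minutes at room temperature, then given fluorogenic substrate HMU-PC0 (9 uM final) for 60 minutes at 37 °C; a pH 10 stop preceded fluorescence reading at Ex 386/Em 447 nm.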
TSHR antagonist – antagonists of human thyroid stimulating hormone receptor; activity change, negative = inhibition, % at 11.5 µM; 330,000 tested, 0.2% active; P16473; TSHR-expressing cells, TSH-stimulated cAMP HTRF, 2 h; active compounds read low;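 active = activity change below a set negative limit, meaning inhibition stronger than a set level, cut at about -70% in these data; inconclusive = activity change between two set negative limits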; also: % is scaled to controls: 0 for no effect and ±100 for the full control effect
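Read-out is FRET at 665 nm (cryptate excitation 337 nm) from a cryptate-tagged anti-cAMP antibody, competed by cell cAMP against cAMP-d2. Compounds are tested on freshly harvested TSHR cells challenged with 4nM TSH (EC80) for 2 hours at 37 deg C.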
Mito fusion act – inhibitors of mitochondrial division or activators of mitochondrial fusion. 320,000 tested, 0.23% active. AID 485298. S. cerevisiae fusion-defective mutant growth rescue, CellTiterGlo 48 h. Potency, µM (titrated, usually from 46.1 µM), inactives show at the top dose growth rescue (activation), hits mostly activators;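 also: potency is read from the fitted curve at half-maximal effect; % of control where 0% means no effect; nearly all actives have a fitted effect of over 45% in size; temperature-sensitive fusion mutants such as fzo1-1 at 37 °C on non-fermentable ethanol glycerol medium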
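Growth-rescue viability read-out: after 48 h at the non-permissive 37C in glycerol/ethanol YPEG, yeast mitochondrial fusion mutants are measured by CellTiterGlo luminescence; compounds (23 nl pinned per well) restoring growth score as division inhibitors or fusion activators.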
Numbers without * were called inactive; ? = inconclusive; nt = not tested or not shown; [ ] = dose if it differs, or a comment. Unless noted, calls follow the shape of the dose curve; as a rule, active = well fitted curve in the direction sought with a large enough effect; inconclusive = small, poorly fitted or top-dose-only effect, or another doubt; inactive = no such curve, though single readings can be large; an effect the other way counts as inactive or inconclusive.

item	SMILES	ELG1 repair inh	Integrin act MD	TCR activator	AT treatment	Eya2 phos inh	BCR signal inh	Tb PFK inh	PTAP TSG101 blk	ASM inhibitor	TSHR antagonist	Mito fusion act
1	CSCC(=O)N1CCCC(CO)(Cc2ccccc2C)C1 (centres undefined)	5%	-12%	-11%	-1%	-9%	?	2%	-1%	-1%	-14	22µM*
2	Cc1cccc(NC(=S)NC2CCN(Cc3ccccc3)CC2)c1C	-3%	-36%	0%[46.1 µM]	-5%	1%	-4%	2%	-3%	3%	-3	3%
3	O=C(Nc1ccc(-c2csc(Nc3ccccc3)n2)cc1)c1cccc(C(F)(F)F)c1	?	-25%	1%	45%	-12%	5%	4%	nt	-8%	-8	-3%
4	CCOC(=O)C(NC(=O)c1cccc(Cl)c1)(Nc1sc2c(c1C(N)=O)CCC2)C(F)(F)F (centres undefined)	-10%	-13%	-2%[46.1 µM]	2%	8%	?	6%	-6%	-1%	-4	0%
5	O=C(c1ccccc1Br)N(Cc1ccccc1)c1ccccc1	?	-18%	-1%	-4%	-5%	5%	-2%	-6%	10%	-2	?
6	Cc1csc2c(N(C)CCO)ncnc12	16%	3%	-11%	0%	4%	?	-1%	1%	-1%	-14	2%
7	COc1ccc(CN2CCNC(=O)C2CC(=O)N(C)Cc2ccno2)c(F)c1 (centres undefined)	-5%	0%	-1%	-3%	-7%	2%	1%	-2%	4%	16	-2%
8	COCCn1c(SCC(=O)NC2CC2)nnc1-c1ccco1	-2%	13%	-2%	-7%	7%	2%	-2%	1%	-4%	40	1%
9	COc1ccc(N2CCN(CC(O)COc3ccc([N+](=O)[O-])cc3)CC2)cc1 (centres undefined)	24%	16%	1%[46.1 µM]	-9%	2%	0%	0%	0%	3%	3	-5%
10	CCOC(=O)c1cccc(NC(=O)CSc2nnc(CNc3ccc(C)cc3)n2CC)c1	0%	-17%	nt	-11%	-14%	-2%	0%	-4%	0%	-4	5%
11	COc1cccc(C(=O)N2CCN(Cc3cccc(F)c3)CC2)c1	?	-11%	-2%	2%	-1%	?	-3%	-6%	0%	6	-6%
12	COc1ccc(-c2onc3ccc(Br)cc23)cc1	-6%	11%	18%[46.1 µM]	-2%	-1%	?	-7%	?	9%	-9	3%

(list continues)
item	SMILES	ELG1 repair inh	Integrin act MD	TCR activator	AT treatment	Eya2 phos inh	BCR signal inh	Tb PFK inh	PTAP TSG101 blk	ASM inhibitor	TSHR antagonist	Mito fusion act
13	O=C(O)c1ccc(/C=N/NC(=S)NCc2ccccc2)cc1	-6%	25%	-3%	-5%	-1%	14%	2%	-5%	1%	-3	5%
14	C=CCOC(=O)C(C#N)c1nc2ccccc2nc1N1CCCC1 (centres undefined)	-10%	-20%	-4%	-8%	-22%	?	-1%	-1%	28%	-12	9%
15	O=C(c1ccc(NS(=O)(=O)c2ccc3[nH]c(=O)[nH]c3c2)cc1)N1CCN(c2ccccc2)CC1	12%	15%	3%	1%	-6%	-1%	0%	-3%	1%	8	-3%
16	COc1ccc(Cc2c(O)nc(SCC(=O)N3CCCCCC3)[nH]c2=O)cc1	0%	30%	6%[46.1 µM]	nt	1%	10%	-2%	-8%	5%	6	-3%
17	COc1ccc(C2CCCN2C(=O)c2cccs2)cc1 (centres undefined)	6%	-1%	-3%	4%	-22%	0%	-4%	-1%	3%	-5	-1%
18	Nc1cc(-c2ccc(Br)cc2)[nH]n1	13µM*	10%	3%	1%	-5%	0%	-2%	0%	-1%	8	7%
19	COc1ccc(Cl)cc1Nc1nc(N)nc(C(F)(F)F)n1	-4%	-24%[7.66 µM]	nt	3%	-11%	?	16%	-1%	0%	1	1%
20	O=C(CCNC(=O)C1CCN(S(=O)(=O)c2ccc(F)cc2)CC1)NCc1ccncc1	2%	22%	5%	-1%	-7%	1%	-4%	-2%	5%	9	1%
21	Cc1ccc(C(=O)NCc2nnc(SCC(=O)Nc3ccccc3)n2C)cc1	10%	-31%	-16%[46.1 µM]	3%	1%	-1%	-2%	-6%	0%	6	-2%
22	O=C(Cn1nnc(-c2ccncc2)n1)NCCc1ccccc1	-2%	-31%	nt	-1%	2%	-9%	0%	-1%	6%	-2	-1%
23	COC(=O)c1cn(NC(=O)c2ccc(OC)c([N+](=O)[O-])c2)c(=O)c2ccccc12	-7%	1%	0%	13%	18%	1%	18%	4%	-3%	11	5%
24	CCOC(=O)N1CCN(c2cc(=O)n(-c3ccc(OC)cc3)c(=O)[nH]2)CC1	13%	10%[7.66 µM]	5%	1%	-24%	4%	1%	-5%	-1%	14	-8%

(further entries)
item	SMILES	ELG1 repair inh	Integrin act MD	TCR activator	AT treatment	Eya2 phos inh	BCR signal inh	Tb PFK inh	PTAP TSG101 blk	ASM inhibitor	TSHR antagonist	Mito fusion act
25	COC(=O)c1ccc(Oc2ccc(C(F)(F)F)cn2)cc1	3%	17%	8%	0%	0%	2%	1%	-2%	-1%	-3	5%
26	COCCc1ncc(CN2CCCCC2C(=O)Nc2ccc(Oc3ccccc3)nc2)cn1 (centres undefined)	-1%	2%	7%	6%	-4%	-1%	-1%	-4%	6%	7	-2%
27	CCCc1cc(C(=O)Nc2cc(OC)ccc2OC)cs1	0%	-45%[inhibitor]	3%	4%	-8%	-2%	-3%	-2%	-2%	0	0%
28	CCCn1c(SCC(=O)N2CCCC2)nc2c1c(=O)n(C)c(=O)n2C	0%	-7%	-2%	20%	-1%	5%	4%	0%	3%	-2	2%
29	Cc1ccc(CNS(=O)(=O)N(C)C)cc1	7%	-20%	4%	-2%	0%	-1%	0%	-6%	0%	4	-1%
30	CCOP(=O)(OCC)C(NC(=O)Nc1ccc(Cl)c(Cl)c1)C(N)=O (centres undefined)	-12%	1%	-5%[46.1 µM]	-6%	-6%	2%	-1%	-3%	-1%	-7	-4%
31	Cc1c(C(=O)N2CCCCCC2)c(S(=O)(=O)Nc2cccc(F)c2)c(C)n1C	14%	-8%	-4%	-3%	9%	0%	-1%	2%	2%	-7	5%
32	COc1ccc2[nH]c3c(N4CCN(Cc5ccc6c(c5)OCO6)CC4)ncnc3c2c1	26µM*	-52%[inhibitor]	7%	6%	-2%	?	-2%	4%	114%[activator]	-10	9%
33	Cc1c(Cl)cccc1-n1c(-c2cccnc2)n[nH]c1=S	-8%	4%	-3%	4%	-7%	3%	-2%	-3%	2%	-26	0%
34	O=c1cccc2c1c1cc[nH]c3ccc(=O)n2c31	?	-31%	6%	3%	4%	?	-1%	0%	13%	2	-2%
35	CN(C)C(=O)N1CCN(S(=O)(=O)c2ccc3ccccc3c2)CC1	-14%	50%	6%	2%	0%	-4%	3%	-1%	3%	21	5%
36	CCOCCCNC(=O)c1ccc(OC2CCN(C(C)=O)CC2)c(OC)c1	8%	0%	nt	4%	-9%	4%	1%	-1%	5%	3	-2%

Three compounds out of the list above, ordered by the number in TCR activator, high to low.
| no. | smiles | TCR activator |
| --- | --- | --- |
| 35 | CN(C)C(=O)N1CCN(S(=O)(=O)c2ccc3ccccc3c2)CC1 | 6% |
| 29 | Cc1ccc(CNS(=O)(=O)N(C)C)cc1 | 4% |
| 33 | Cc1c(Cl)cccc1-n1c(-c2cccnc2)n[nH]c1=S | -3% |

Among those listed so far, 2 contain a nitro group on carbon:
item	SMILES	ELG1 repair inh	Integrin act MD	TCR activator	AT treatment	Eya2 phos inh	BCR signal inh	Tb PFK inh	PTAP TSG101 blk	ASM inhibitor	TSHR antagonist	Mito fusion act
9	COc1ccc(N2CCN(CC(O)COc3ccc([N+](=O)[O-])cc3)CC2)cc1 (centres undefined)	24%	16%	1%[46.1 µM]	-9%	2%	0%	0%	0%	3%	3	-5%
23	COC(=O)c1cn(NC(=O)c2ccc(OC)c([N+](=O)[O-])c2)c(=O)c2ccccc12	-7%	1%	0%	13%	18%	1%	18%	4%	-3%	11	5%
